# VHR inh abs: inhibitors of human VHR1 phosphatase (DUSP3); P51452; recombinant VHR phosphatase, pNPP absorbance; inhibition, % at 13.3 µM; actives 0.52% (n = 290,000); in the data active = inhibition above about 50%; note: some compounds called inactive have numbers as strong as hits
# Target sequence (P51452 whole entry, looked up): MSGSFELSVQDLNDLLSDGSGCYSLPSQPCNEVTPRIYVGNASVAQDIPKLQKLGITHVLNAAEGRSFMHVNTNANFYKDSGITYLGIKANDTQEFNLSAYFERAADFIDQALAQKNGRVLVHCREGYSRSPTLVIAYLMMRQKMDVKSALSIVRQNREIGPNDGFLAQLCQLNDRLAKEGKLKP
# FBA Mtb inh: inhibitors of M. tuberculosis fructose-bisphosphate aldolase | P9WQA3 | purified M. tuberculosis FBA, fluorescence read-out | inhibition, % at 1 µM | actives 2.3% (n = 360,000) | AID 588726; in the data active = inhibition above about 27%;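 note: 0% = vehicle and 100% = reference inhibitor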
# Target sequence (P9WQA3 whole entry, looked up): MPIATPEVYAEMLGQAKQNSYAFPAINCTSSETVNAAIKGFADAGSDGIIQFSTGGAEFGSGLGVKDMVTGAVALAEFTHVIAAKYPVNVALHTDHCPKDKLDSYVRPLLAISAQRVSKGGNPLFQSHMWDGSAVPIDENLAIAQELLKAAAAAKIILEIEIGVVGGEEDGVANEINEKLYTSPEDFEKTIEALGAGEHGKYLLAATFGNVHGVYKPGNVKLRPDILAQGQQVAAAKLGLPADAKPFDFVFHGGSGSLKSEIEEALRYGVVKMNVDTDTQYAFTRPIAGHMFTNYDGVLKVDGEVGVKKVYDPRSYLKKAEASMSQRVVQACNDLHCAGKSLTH
# FadD28 FP inh: blocks FadD28 binding to the bisubstrate probe; inhibition, % at 12.5 µM; AID 588549; fluorescence polarization; actives 0.22% (n = 360,000); in the data active = inhibition above about 8.5%, passing the limit was not always enough; inconclusive = no clear call, values can overlap the other calls
# BoNT F protease: inhibitors of Botulinum neurotoxin F light chain protease; Multiplex microsphere protease cleavage assay, flow cytometry; inhibition, % at 10 µM; actives 0.22% (n = 360,000); AID 588497; in the data active = inhibition above about 35%, passing the limit was not always enough; inconclusive = no clear call, values can overlap the other calls; note: plate controls were buffer without enzyme for full effect and enzyme alone for no effect
# CCHFV vOTU inh: blocks the CCHF virus ovarian tumor domain protease. CCHFV vOTU protease, Pep-AMC fluorescence. inhibition, % at 11.5 µM. actives 0.55% (n = 370,000); note: 0% = vehicle wells with enzyme and 100% = no enzyme wells
# MazEF act: activators of E. coli MazEF toxin-antitoxin RNase | P0AE70 | FAM/BHQ RNA-DNA oligo cleavage fluorescence, 5 h | activation, % at 20 µM | actives 0.32% (n = 350,000) | AID 504720; in the data active = activation above about 50%
# Target sequence (P0AE70 whole entry, looked up): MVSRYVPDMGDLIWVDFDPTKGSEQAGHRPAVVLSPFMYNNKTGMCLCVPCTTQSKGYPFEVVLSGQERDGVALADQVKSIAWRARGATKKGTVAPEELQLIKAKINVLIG
# UGM FP inh: Mtb UDP-galactopyranose mutase inhibition; P9WIQ1; purified UGM, fluorescence polarization probe displacement; inhibition, % at 10 µM; actives 0.06% (n = 320,000); in the data active = inhibition above about 10%, passing the limit was not always enough; inconclusive = no clear call, values can overlap the other calls
# Rv3671c inh: inhibits the M. tuberculosis serine protease Rv3671c; P9WHR9; inhibition, % at 5.96 µM; actives 0.048% (n = 320,000); AID 2606; in the data active = inhibition above about 38%;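 note: extracellular domain of Rv3671c used as enzyme; 0% = enzyme with DMSO and 100% = no enzyme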
# Target sequence (P9WHR9 whole entry, looked up, the tested form may be a part): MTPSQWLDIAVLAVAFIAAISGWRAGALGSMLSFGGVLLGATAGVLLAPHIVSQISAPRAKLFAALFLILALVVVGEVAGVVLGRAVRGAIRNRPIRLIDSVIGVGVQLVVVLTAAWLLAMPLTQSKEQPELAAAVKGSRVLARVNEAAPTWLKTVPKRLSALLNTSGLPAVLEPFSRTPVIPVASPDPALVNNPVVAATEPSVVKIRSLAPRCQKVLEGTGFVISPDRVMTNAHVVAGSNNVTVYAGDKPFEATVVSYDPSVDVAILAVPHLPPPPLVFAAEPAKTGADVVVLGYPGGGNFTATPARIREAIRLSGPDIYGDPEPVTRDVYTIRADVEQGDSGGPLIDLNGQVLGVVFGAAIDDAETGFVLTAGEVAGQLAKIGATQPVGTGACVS
# GDH-TPI inh: GDH-TPI coupled enzyme inhibition counter-screen | GDH-TPI coupled enzyme counterscreen, NADH absorbance | inhibition, % at 4.8 µM | actives 1.2% (n = 360,000) | AID 588335;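 note: 0% = DMSO wells and 100% = wells lacking the enzyme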
# BioA inh: blocks M. tuberculosis BioA enzyme activity; purified M. tuberculosis BioA enzyme, plate reader; inhibition, % at 9.99 µM; actives 0.096% (n = 360,000); in the data active = inhibition above about 40%; inconclusive = no clear call, values can overlap the other calls
# Starred values were filed as active, the others as inactive; ? = inconclusive; / = not tested or not shown; & = joins results of further samples. Cut-off read from the data, not from the text of the source, unless noted: active = inhibition above about 30%; inactive = the rest. Compounds were not picked by outcome; about 4.9% have a hit in one of these screens.
SMILES,VHR inh abs,FBA Mtb inh,FadD28 FP inh,BoNT F protease,CCHFV vOTU inh,MazEF act,UGM FP inh,Rv3671c inh,GDH-TPI inh,BioA inh
Cc1cc(C)n(C(=O)Cn2nc([N+](=O)[O-])cc2C)n1,21,-1,-2.3,-3,-4,7,1.8,2,6,/
CCCCN1CC(N2CCN(CCO)CC2)CS1(=O)=O (stereo not drawn),/,0,-0.5,0,3,/,/,/,/,-9.2
CC(=NCc1ccco1)c1c(O)n(-c2ccc(C)cc2)c(=O)[nH]c1=O,21,-1,-3.6,1,7,-3,-2.7,-3,-4,/
Cc1cc(C)nc(/N=C(\N)N2CCCCCC2)n1,9,1,-1.8,7,-20,-9,/,-9,2,-0.8
CCC(=NC1CC(C)(C)NC(C)(C)C1)C1=C(O)CC(C)(C)CC1=O,26,4,-2.5,-1,-1,0,-3.0,-1,-7,3.0
O=C(CSc1nc2ccccc2[nH]1)NCc1ccco1,19,2,-3.1,-5,5,-9,5.3,-6,11,-1.2
COc1cc(NC(=O)Cc2ccccc2)ccc1NC(=O)c1ccccc1,-8,-7,-3.0,14,2,2,-0.9,6,-4,-1.1
CC(C)Cc1ccc(S(=O)(=O)N2CCN(C(=O)c3ccco3)CC2)cc1,-15,-2,-2.8,-4,9,0,-0.1,-6,-10,1.5
Cc1ccc(S(=O)(=O)N2CCN(C(=O)COC(=O)/C=C/c3ccc(OC(F)F)cc3)CC2)cc1,/,5,-2.0,-10,-1,-8,/,/,9,-1.7
CCC1=NN(C(=O)Cc2ccc([N+](=O)[O-])cc2)C(O)(C(C)(C)C)C1 (stereo not drawn),-7,0,-0.1,-7,10,2,-2.0,-4,6,/
Cc1nc(NC(=O)/C=C/c2ccccc2)sc1C(=O)Nc1ccc(Cl)cc1,31,13,-4.2,-2,-5,16,-2.2,-37,25,0.4
CC1(C(=O)NS(=O)(=O)c2cccc(Cl)c2)CCN1C(=O)C1(c2ccc(Cl)cc2)CC1 (stereo not drawn),/,2,0.7,0,4,/,/,/,5,-0.2
CC(=O)c1c(C(C)=O)c(C)n(-c2ccc(N)c(C)c2)c1C,27,4,1.0,-8,2,-6,-0.9,5,1,-1.0
Cc1cc(Cl)ccc1OCCCC(=O)NCC1CCCO1 (stereo not drawn),17,-4,-0.4,6,-6,5,-0.1,-3,12,1.2
CCc1ccc(/C=C2\Oc3c(ccc(O)c3CN3CCN(C)CC3)C2=O)cc1,2,-3,-0.1,/,4,-105,-2.2,5,18,/
COc1ccc(S(=O)(=O)N2CCCCCC2)cc1C(=O)Nc1cccc(C)n1,45,5,-1.6,-4,-6,5,-0.8,-19,3,-0.1
CCOC(=O)CCc1c(C)c2ccc(OC3CCCCC3=O)cc2oc1=O (stereo not drawn),/,109*,-0.7,21,-54,6,1.2,-8,5,2.6
COC(=O)C1CCN(S(=O)(=O)CCNC(=O)c2ccc(F)cc2)CC1,/,3,0.1,/,0,-9,4.2,1,7,-0.9
COc1ccccc1NC(=O)CNC(=O)CC12CC3CC(CC(C3)C1)C2,/,4,/,-2,-9,-22,-0.6,3,1,1.0
O=C(NCCc1ccccc1)C1CC(=O)N(C2CCCCCC2)C1 (stereo not drawn),10,0,1.6,-3,-16,-6,-0.4,-8,16,/
COc1ccc(C(=O)N2CCC(C)(C(=O)O)C2)cc1OC (stereo not drawn),/,5,0.4,-9,0,/,/,/,4,0.3
Cc1nc2nc(-c3cccnc3)nn2c(C)c1Cl,10,-6,-0.5,19,-1,-3,-1.6,2,-3,/
Cc1[nH][nH]c(=O)c1C(c1c(C)[nH][nH]c1=O)c1cn(Cc2ccccc2Cl)c2ccccc12,-5,-6,-0.2,-8,66*,71*,/,/,0,1.0
Cc1csc2ncnc(NCCc3ccccn3)c12,19,0,-3.0,-4,5,6,-0.7,-2,6,/
O=C(CN1C(=O)CNC1=O)Nc1cccc(C(F)(F)F)c1,-22,4,0.5,5,2,5,-2.1,-3,0,/
CCOC(=O)C1(CC2CCCCO2)CCN(C(=O)NCc2ccccc2)CC1 (stereo not drawn),17,-2,-0.9,8,-8,-3,2.5,-4,3,/
O=C(c1cccc([N+](=O)[O-])c1)N1CCCC(C(=O)N2CCCCC2)C1 (stereo not drawn),12,-1,-1.0,?,-8,8,1.1,1,7,/
Cc1ccc(C)c2[nH]c(=O)c(CN(Cc3ccc4c(c3)OCO4)Cc3nnnn3Cc3ccco3)cc12,13,3,-8.6,-4,0,8,0.1,5,0,0.9
COc1ccc(OCC(O)CNC(=O)Nc2cc(F)ccc2C)cc1 (stereo not drawn),-11,1,-1.7,-6,-2,-1,1.1,-9,-1,/
COc1ccc(-n2c(SCc3ccc([N+](=O)[O-])cc3)nnc2-c2ccccc2)cc1,13,-6,-5.9,-2,4,7,0.1,-1,0,/
COC(=O)c1ccc(N2C(=O)Nc3ccccc3N2O)cc1,17,-2,-2.2,-1,-12,1,-0.2,-12,1,/
CCc1nc(N)c(C#N)c(-c2ccc(OC)c(OC)c2)c1C,8,8,-4.2,-3,-7,3,-0.5,1,11,-0.1
O=C(OCC(=O)N1CCCc2ccccc21)c1c(F)cccc1F,/,4,-0.1,1,3,0,1.7,-4,1,-1.8
COC(=O)C1=C(NC(=O)c2ccc(C)cc2)CCS1,16,-1,-5.1,-7,-3,-5,2.1,6,-6,-0.1
CCCN(C)C[C@H]1Oc2ncc(Br)cc2C(=O)N([C@@H](C)CO)C[C@@H]1C,/,-1,0.4,-4,-4,-2,/,/,8,-0.9&-3.2&-2.7
N#Cc1ccc[n+](CC(=O)c2ccc(Cl)cc2)c1,13,2,-2.9,17,-11,7,-1.9,-2,-2,-4.1
Cc1ccc(NC(=O)CSc2ccccc2NC(=O)c2ccccc2)cc1Cl,13,-1,-5.1,-5,-5,-23,1.4,-12,5,-0.7
O=C(CCN1CCc2ccccc2CC1)c1ccc2c(c1)OCCO2,27,0,-0.5,-26,-6,6,2.2,0,16,-0.6
CCN(CC(=O)NC1CCCC1)S(=O)(=O)c1ccc(C)cc1,13,-9,-3.4,-9,-14,2,0.3,5,-9,-0.3
Cc1cc(C)c(-n2c(C)cc(/C=C3/NC(=O)NC3=O)c2C)c(C)c1,19,/,/,/,24,6,-2.0,7,/,/
COc1ccc(C(=O)Nc2ccc(S(=O)(=O)Nc3cc(C)nc(C)n3)cc2)c(OC)c1,19,1,-4.2,-3,5,5,2.5,0,4,-1.9
Cc1cc(/C=C(\C#N)C(=O)O)c(C)n1CC(C)C,22,2,-3.6,2,3,4,0.4,4,35*,/
COc1ccc(/C=N/N=C2/NC(=O)C(c3ccccc3)(c3ccccc3)S2)cc1,2,2,-2.2,-3,0,4,-1.7,-2,-6,1.4
CC(C)Oc1cc2oc(=O)c3c(c2cc1Cl)CCC3,20,5,-1.3,-13,5,-10,-0.7,2,9,1.2
Cc1ccc(N2C(=O)C(Cc3ccccc3)NC2=S)cc1 (stereo not drawn),-4,-1,-2.6,-4,16,-6,2.9,-1,13,0.5
Cc1cc([N+](=O)[O-])nn1CCCC(=O)O,12,1,-0.8,-10,23,1,2.3,4,0,0.0
O=C(Nc1cccc(F)c1)c1c(F)c(F)c(F)c(F)c1F,-5,1,-1.3,-4,6,11,-3.0,1,3,3.8
C/C(=N\NC(=O)COc1ccc(C(C)(C)C)cc1)c1ccc(OC(F)F)cc1,-30,-1,-2.7,3,17,-7,/,-11,3,/

# Record cards (already shown). Values in the order: VHR inh abs, FBA Mtb inh, FadD28 FP inh, BoNT F protease, CCHFV vOTU inh, MazEF act, UGM FP inh, Rv3671c inh, GDH-TPI inh, BioA inh
# COc1ccc(/C=N/N=C2/NC(=O)C(c3ccccc3)(c3ccccc3)S2)cc1 is listed as 2, 2, -2.2, -3, 0, 4, -1.7, -2, -6, 1.4
# Cc1ccc(N2C(=O)C(Cc3ccccc3)NC2=S)cc1 (stereo not drawn) is listed as -4, -1, -2.6, -4, 16, -6, 2.9, -1, 13, 0.5
# CC(C)Oc1cc2oc(=O)c3c(c2cc1Cl)CCC3 is listed as 20, 5, -1.3, -13, 5, -10, -0.7, 2, 9, 1.2
# C/C(=N\NC(=O)COc1ccc(C(C)(C)C)cc1)c1ccc(OC(F)F)cc1 is listed as -30, -1, -2.7, 3, 17, -7, /, -11, 3, /
# Cc1cc(C)c(-n2c(C)cc(/C=C3/NC(=O)NC3=O)c2C)c(C)c1 is listed as 19, /, /, /, 24, 6, -2.0, 7, /, /

# Back to the main list with the 2 entries that preceded the break.
SMILES,VHR inh abs,FBA Mtb inh,FadD28 FP inh,BoNT F protease,CCHFV vOTU inh,MazEF act,UGM FP inh,Rv3671c inh,GDH-TPI inh,BioA inh
O=C(Nc1cccc(F)c1)c1c(F)c(F)c(F)c(F)c1F,-5,1,-1.3,-4,6,11,-3.0,1,3,3.8
C/C(=N\NC(=O)COc1ccc(C(C)(C)C)cc1)c1ccc(OC(F)F)cc1,-30,-1,-2.7,3,17,-7,/,-11,3,/
CC(=O)CC(=O)Nc1ncc(C(F)(F)F)cc1Cl,16,2,-0.4,-5,6,31,0.6,3,14,/
Cc1ccc(Cn2c(=O)n(Cc3ccco3)c(=O)c3ccccc32)cc1,4,1,-0.3,6,7,-3,0.2,4,13,-2.5
O=C1CCCC2=C1C(c1ccccc1)CC(=O)N2c1ccccc1 (stereo not drawn),17,4,-2.7,7,14,6,0.9,-2,2,-0.3
O=C(Cn1ncc2c3ccccc3n(Cc3ccccc3)c2c1=O)NCc1ccccn1,-26,7,0.7,-7,2,6,0.0,-3,15,-3.4
NNc1nc(Nc2ccccc2)nc(N2CCCCC2)n1,42,-2,-0.2,-1,4,0,-1.0,-9,0,-3.4
C=CCn1c(SCC(=O)N2CCc3ccccc3C2)nc2sc(C)cc2c1=O,8,1,-1.8,7,5,1,0.8,-5,0,4.0
CC(=O)NC(c1ccccc1)c1nc(-c2cccc(CO)c2)cs1 (stereo not drawn),/,-3,-4.7,-2,-3,/,/,/,0,-2.0
COc1ccc(C2C(C(=O)OC3CCCCC3)=C(C)Nc3nnnn32)c(OC)c1OC (stereo not drawn),21,-1,-2.6,-3,10,3,0.0,-10,8,/
Cc1cc(C)cc(NC(=O)c2ccc(CSc3nnnn3C)cc2)c1,21,-1,0.5,-2,7,0,-0.1,-17,4,1.9
CN1OC[C@@H]2CN[C@H](c3ccc(-c4cccc(F)c4)cc3)C[C@@H]21,/,0,-0.3,-12,-2,10,/,/,3,-0.6
C=CCNC(=O)CC(=O)N/N=C/c1cccc(C)c1,-4,-1,0.0,-8,-4,7,0.7,-1,10,/
CS(=O)(=O)N(CC(=O)Nc1ccccc1C(=O)NCCc1ccccc1)c1ccc2c(c1)OCCO2,-21,9,-2.7,8,-13,0,-1.5,-4,5,-1.9
O=C(CCSc1ccc(Cl)c(Cl)c1)NC12CC3CC(CC(C3)C1)C2,-1,0,-1.3,0,-4,0,-0.7,-25,7,0.0
CCOC(=O)c1nnn(CC(=O)N2N=C(c3ccccc3)CC2c2ccccc2)c1C(=O)OCC (stereo not drawn),-10,3,0.5,-8,-5,7,0.5,4,3,-1.7
Cc1nnc(SCC(=O)N(C)Cc2ccccc2)[nH]c1=O,25,-1,-2.4,-4,5,-11,2.0,-13,2,-1.5
Cc1ccc(C(=O)Nc2ccccc2N2CCCCC2)cc1S(=O)(=O)N1CCOCC1,/,-1,-2.1,/,10,-7,/,/,-4,-1.0
CCCCCCN1CCN(C2CN(CCCC)S(=O)(=O)C2)CC1 (stereo not drawn),/,0,-1.8,-2,-1,/,/,/,/,-1.2
COc1cc(OC)cc(C(=O)NCC2CCCO2)c1 (stereo not drawn),7,-1,-4.1,-7,-2,0,-1.3,-5,-4,/
CCCN(c1ccc(C(=O)OC)cc1)S(=O)(=O)c1ccccc1,-15,-1,-2.6,-4,7,1,3.1,-1,-1,1.0
O=C(O)CCc1ccc(S(=O)(=O)NCCc2ccccc2)cc1,17,-3,-0.7,0,-12,1,2.1,-7,-11,/

# Source: PubChem (several laboratories)
